FXIIa mix inh: factor XIIa (human) inhibition, mixture screen | purified FXIIa, fluorogenic substrate, pooled mixtures | inhibition, % at 5 µM | actives 0.2% (n = 62,000) | AID 684 | P00748;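 also: 0% = enzyme without compound and 100% = no enzyme blank; some results filed as inactive read as strong as hits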
FXIa inh mix: factor XIa (human) inhibition, mixture screen; P03951; purified FXIa, fluorogenic substrate, pooled mixtures; inhibition, % at 5 µM; actives 0.19% (n = 62,000); AID 680;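 also: each value is inhibition by a whole ten-compound pool holding the compound; 0% = enzyme with no mixture and 100% = wells lacking enzyme; strong numbers were not always called active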
CatS inh: inhibitors of human cathepsin S | P25774 | recombinant cathepsin S, AMC dipeptide fluorescence, pooled mixtures | inhibition, %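 (tested at 5 µM per compound within 10-compound mixtures)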 | actives 0.06% (n = 62,000); in the data active = inhibition above about 32%, passing the limit was not always enough; inconclusive = no clear call, values can overlap the other calls;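 also: 0% = enzyme without compound and 100% = blank without enzyme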
CatL block: blocks human cathepsin L protease activity | actives 0.17% (n = 58,000) | P07711 | AID 460 | inhibition, %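 (tested at 10 µM)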 | purified cathepsin L, fluorogenic substrate, fluorescence; in the data active = inhibition above about 45%;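 also: 0% = enzyme with no compound and 100% = no enzyme blank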
Target sequence (P07711 114-288 limits assumed): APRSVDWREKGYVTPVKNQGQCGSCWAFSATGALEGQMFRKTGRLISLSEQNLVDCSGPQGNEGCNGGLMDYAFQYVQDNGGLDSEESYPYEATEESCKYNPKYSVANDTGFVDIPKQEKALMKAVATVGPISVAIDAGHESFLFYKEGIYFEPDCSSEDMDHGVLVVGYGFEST
Target sequence (P07711 292-333 limits assumed): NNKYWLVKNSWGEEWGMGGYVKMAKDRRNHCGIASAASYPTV
CatG inh: cathepsin G (human) inhibition. P08311. purified enzyme, AMC-tetrapeptide fluorescence, pooled mixtures. inhibition, % at 5 µM (by protocol). actives 0.2% (n = 62,000). AID 581;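 active = inhibition above 20% in each of the two mixture wells holding the compound; inactive = inhibition of 20% or less in either well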;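 also: 0% = enzyme control without mixture and 100% = blank lacking enzyme; strong numbers were not always called active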
AP complement: orthogonal test for alternative complement pathway inhibitors; actives 0.08% (n = 62,000); inhibition, % at 5 µM; Human serum alternative complement pathway, LPS-coated ELISA, C3 deposition; tested in compound mixtures; AID 1235;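 active = inhibition above 30% in each of the two pooled mixtures holding the compound, so the lower value exceeds 30%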;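 also: 0% = serum in Mg-EGTA without compound and 100% = EDTA serum blank; some compounds past the cut are filed as inactive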
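Assay system: Human serum alternative complement pathway, C3 deposition on LPS-coated wells | Incubation: 1 h serum-compound exposure at 37 °C | Doses: 5 µM per compound in ten-compound mixtures | Read-out: Percent inhibition | Technique: ELISA with HRP anti-human C3 antibody, TMB substrate, absorbance 450 nm | Replication: Two pool placements per compound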
CatB block: inhibitors of human cathepsin B; P07858; purified cathepsin B, fluorogenic substrate, fluorescence; inhibition, %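 (tested at 10 µM)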; actives 0.1% (n = 63,000); AID 453; in the data active = inhibition above about 21%;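 also: 0% = enzyme with no compound and 100% = no enzyme blank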
C1s inh: human complement C1s inhibition; AID 538; actives 0.16% (n = 62,000); purified C1s, fluorogenic AMC substrate, pooled mixtures; P09871; mean inhibition % of two 10-compound mixtures (hits give high values), % at 5 µM (by protocol);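 active = inhibition above 20% in each of the two 10-compound mixture wells holding the compound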;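 also: 0% = enzyme wells lacking compound mixture and 100% = no-enzyme blank wells; some compounds called inactive have numbers as strong as hits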
Target sequence (P09871 16-437 limits assumed): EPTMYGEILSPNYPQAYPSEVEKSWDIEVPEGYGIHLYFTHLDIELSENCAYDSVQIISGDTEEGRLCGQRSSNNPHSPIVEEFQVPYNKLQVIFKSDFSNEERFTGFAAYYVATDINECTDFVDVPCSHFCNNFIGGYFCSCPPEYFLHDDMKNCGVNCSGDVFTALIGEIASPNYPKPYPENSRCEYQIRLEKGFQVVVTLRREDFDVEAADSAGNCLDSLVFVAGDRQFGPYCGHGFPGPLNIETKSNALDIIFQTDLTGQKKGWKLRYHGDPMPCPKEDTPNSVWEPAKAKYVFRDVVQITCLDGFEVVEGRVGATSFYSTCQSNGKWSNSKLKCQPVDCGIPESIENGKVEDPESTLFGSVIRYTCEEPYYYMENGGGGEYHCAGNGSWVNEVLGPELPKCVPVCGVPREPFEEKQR
Target sequence (P09871 438-688 limits assumed): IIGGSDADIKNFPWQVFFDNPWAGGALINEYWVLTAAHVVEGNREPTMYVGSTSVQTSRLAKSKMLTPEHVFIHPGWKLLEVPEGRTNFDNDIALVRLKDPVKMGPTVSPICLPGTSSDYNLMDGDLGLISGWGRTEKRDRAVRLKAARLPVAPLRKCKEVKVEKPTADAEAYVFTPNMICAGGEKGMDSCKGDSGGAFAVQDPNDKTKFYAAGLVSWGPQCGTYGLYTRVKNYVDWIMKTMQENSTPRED
CatB mixtures: inhibitors of human cathepsin B in compound mixtures; Purified cathepsin B, AMC dipeptide fluorescence; actives 0.06% (n = 62,000); P07858; AID 488; inhibition, %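 (ten-compound pools at 5 µM per compound and 50 µM total)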; in the data active = inhibition above about 22%, passing the limit was not always enough; inconclusive = no clear call, values can overlap the other calls;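 also: 0% = enzyme without compound and 100% = no enzyme blank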
Numbers without * were called inactive; ? = inconclusive; . = not tested or not shown; & = joins results of further samples. Rule as the data show it, unless noted: active = inhibition above about 20% (passing the limit was not always enough); inactive = the rest. A portion of the library; rates above refer to the full screens.

nr	structure	FXIIa mix inh	FXIa inh mix	CatS inh	CatL block	CatG inh	AP complement	CatB block	C1s inh	CatB mixtures
1	CCN(C(=O)c1cccs1)c1nnc(-c2ccncc2)s1	-20	5	0	9	13	5	0	10	5
2	COc1ccc(-n2c(Cc3cccn3C)nnc2SCC(=O)Nc2nc(C)cs2)cc1	2	5	-13	-4	0	16	-3	0	3
3	COC(=O)c1cc(NC(=O)Cc2coc3cc(OC)ccc23)cc(C(=O)OC)c1	7	6	-18	-2	-5	1	-2	-7	-5
4	O=CN(CCN(C=O)CN1CCCCC1)CN1CCCCC1	15	1	11	.	8	-3	2	4	0
5	COc1cc(NS(=O)(=O)c2ccc(N)cc2)ncn1	0	1	8	32&0	12	-5	-2	4	-5
6	Cc1[nH]nc2c1C(C1CC=CCC1)C(C#N)=C(N)O2 (centres undefined)	-13	1	-3	2	-4	12	3	0	4
7	O=C(Nc1nc2ccccc2n1CCN1CCCC1)c1ccc(Cl)cc1	3	0	5	.	-3	-2	9	-11	5
8	CC(C(=O)N1CCN(c2ccccc2)CC1)N1C(=O)C2CC=CCC2C1=O (centres undefined)	-13	17	12	12	-2	0	4	-1	1
9	Cc1nc2ccccc2c2oc(C(=O)NCCN3CCN(C)CC3)cc12	3	8	4	.	-2	23	0	4	6
10	O=C(c1ccco1)N(c1ccccn1)c1ccccn1	3	10	-3	0	6	4	7	12	0
11	COc1ccc(Cn2nnnc2C(c2cc3cc(C)ccc3[nH]c2=O)N2CCOCC2)cc1 (centres undefined)	3	2	14	-4	7	-7	-1	5	4
12	c1ccc(-c2nc3cnccn3c2Nc2ccc3c(c2)OCCO3)cc1	-1	7	-2	-15	-9	9	6	0	1
13	Cn1c2ccccc2c2cc(C(=O)OCC(=O)N3CC(=O)Nc4ccccc43)sc21	4	10	8	7	2	-16	1	-2	2
14	O=C(O)CN1C(=O)C2(OCCCO2)c2ccccc21	-18	6	6	3	21	14	1	0	-2
15	CN1CCN(P(=O)(c2ccccc2)c2nc3ccccc3s2)CC1 (centres undefined)	2	-6	18	5	-2	2	-1	-36	4
16	COc1ccccc1NC(=O)CCN1CCN(CCC(=O)Nc2ccccc2OC)CC1	4	10	8	1	2	13	0	3	8
17	CCOC(=O)c1cnc(SCc2ccccc2)nc1N	1	12	0	5	10	12	1	9	2
18	CCCCN(CC)CCNC(=O)c1cc2c(C)nc3ccccc3c2o1	-4	-1	1	5	5	-8	0	-3	-3
19	COc1ccc(C(=O)Nc2ccc(Cl)cn2)cc1Cl	12	9	5	7	9	3	6	14	6
20	O=C(NCC1CCCO1)c1c(O)c2cccc3c2n(c1=O)CCC3 (centres undefined)	0	3	-2	-14	0	19	-1	2	4
21	CCN(CC)CCN(Cc1cc2cc(C)ccc2[nH]c1=O)C(=O)Nc1ccccc1OC	7	6	9	4	-2	1	0	-2	0
22	COc1ccccc1OCC(=O)NC1CCCCCC1	11	-2	-4	.	7	16	6	0	2
23	O=C(O)CC1SC(=Nc2cccc(C(F)(F)F)c2)NC1=O (centres undefined)	8	-3	2	8	8	-2	0	-7	2
24	CSc1ncc(Cl)c(C(=O)Nc2nnc(SC)s2)n1	-17	3	4	8	11	6	1	17	6
25	O=C1c2oc3ccccc3c(=O)c2C(c2ccc(Cl)cc2)N1c1ncccn1 (centres undefined)	3	-3	3	.	5	1	4	-33	0
26	COc1cccc(CNCc2ccccn2)c1OC	6	2	-1	7	14	9	5	14	4
27	CCCCC1(C)NC(=O)N(CC(=O)Nc2ccc(S(=O)(=O)N3CCOCC3)cc2)C1=O (centres undefined)	3	4	-10	-17	5	15	0	-3	0
28	C=CCn1c(C)c(C(C)=O)c(N2CCOCC2)nc1=S	-13	1	3	23	11	7	6	9	6
29	O=C1Cc2ccccc2N1c1ccccc1	14	8	5	28	1	-2	1	-6	-2
30	COC(=O)c1ccc(COc2ccc(C3C4=C(CCCC4=O)Nc4onc(C)c43)cc2)cc1 (centres undefined)	7	1	12	-2	-5	-6	2	4	2
31	COc1ccc(N(C)C(=O)c2ccc3snnc3c2)cc1	4	6	0	9	11	17	1	13	5
32	NC(=O)c1ccc(-n2nnnc2Oc2ccccc2)cc1	6	0	0	7	-2	-1	4	-3	1
33	Cc1cccc(-c2cc3nc(C)cc(NCCCN(C)C)n3n2)c1	-8	6	-28	-3	3	19	-2	3	6
34	CC1CN(c2cc3nccnc3cc2F)CC(C)O1 (centres undefined)	6	2	3	7	8	18	6	9	3
35	CCc1nnc(NC(=O)CCC(=O)NCC2CCCO2)s1 (centres undefined)	4	1	-5	0	-2	1	1	4	0
36	COc1ccc(CCNC(=O)CC(NS(=O)(=O)c2ccc(NC(C)=O)cc2)C(C)C)cc1OC (centres undefined)	1	11	11	17	7	0	0	15	4
37	C(=C\c1ccccc1)/CSc1nnc(-c2cccnc2)n1Cc1ccco1	1	5	6	9	9	1	4	13	0
38	O=S(=O)(/N=C/c1ccccc1O)c1cccs1	3	1	-1	10	-2	11	-6	1	4
39	COCCCNC(=O)c1cc(C)nc2ccc(F)cc12	-4	7	14	17	7	0	4	-24	3
40	COC(=O)COc1ccc(S(=O)(=O)NCc2ccncc2)cc1	8	14	2	0	-3	9	0	-8	-2
41	COc1ccc(OCCSc2nnc(-c3ccoc3C)n2C)cc1	8	5	-3	-8	12	18	1	9	3
42	CCN(CC)C(=O)C1CCN(Cc2ccc(Br)cc2)CC1	-4	6	-4	-48	0	11	-7	-5	-6
43	CCn1cc(C(=O)NCCCOC(C)C)c2cc(OC)c(OC)cc2c1=O	-4	-5	2	5	-3	18	-1	-17	-3
44	COc1ccc2nc(SCC(=O)N(C)C3CCCCC3)c(C#N)cc2c1	-13	2	12	6	-11	4	2	6	7
45	COc1ccccc1Oc1cc(C#N)c(C#N)cc1-n1nnc2ccccc21	-5	5	32	-6	-9	-15	5	-24	2
46	COc1cc2c(cc1OC)C(/C(C#N)=N\O)=NC(C)(C)C2	39	7	?	10	50	-3	-6	13	10
47	COc1ccc(C2C(C(=O)Nc3ccccn3)=C(C)Nc3ncnn32)c(OC)c1 (centres undefined)	3	-2	-4	9	5	7	3	-5	1
48	O=C(CCN1C(=O)C2C3C=CC(C3)C2C1=O)Nc1ccc(F)cc1 (centres undefined)	9	1	-5	-5	33	15	4	24	4
49	Fc1cc2nccnc2cc1N1CCSCC1	-1	-1	1	31	-4	-12	-2	8	0
50	Cc1cc(S(=O)(=O)Nc2cccnc2)c(C)s1	2	-6	1	35	3	1	-2	-32	2

(cont.)
nr	structure	FXIIa mix inh	FXIa inh mix	CatS inh	CatL block	CatG inh	AP complement	CatB block	C1s inh	CatB mixtures
51	Cc1[nH]c2ccccc2c1-c1nc2ccccc2[nH]1	4	1	2	7	-6	-17	3	-15	-2
52	O=C(c1ccco1)N1CCN(CC(O)Cn2c3ccccc3c3ccccc32)CC1 (centres undefined)	-1	5	1	18	9	4	4	8	0
53	O=C(CSc1nnc(Cc2ccccc2)o1)NCCN1C(=O)CSC1=O	6	0	-5	-4	7	6	4	2	2
54	Cc1cccc(N2CCN(C(=O)C3CCN(S(=O)(=O)c4cccc5nsnc45)CC3)CC2C)c1 (centres undefined)	-2	-4	2	16	6	10	7	-11	-4
55	Cn1c(CCNC(=O)C(C)(C)C)nc2ccccc21	7	10	-9	-10	8	15	-1	-4	1
56	CCCCS/C(=C(/C#N)C(N)=O)c1cc2c([nH]1)CCCC2	4	5	9	8	-3	6	-3	-18	2
57	CSc1ccccc1C(=O)NCCSC(C)(C)C	-19	-8	-9	.	20	3	2	-63	-6
58	Cc1ccc2oc(=O)c3cnn(CC(=O)N4CCc5ccccc5C4)c3c2c1	0	7	-3	-4	-2	11	2	3	-1
59	COc1ccc2c(=O)c(N3C(=O)c4ccccc4C3=O)c(C)oc2c1	6	7	10	.	26	6	4	2	2
60	O=C(CN1CCN(c2ccccn2)CC1)NCCc1ccccc1	-14	-14	-17	-5	5	24	2	-48	0
61	CN(c1ccc(C(=O)NCCSCc2ccco2)cc1)S(C)(=O)=O	-17	3	-16	.	-7	8	0	-17	-1
62	CC(C)c1ccc(C(=O)CSc2ncn[nH]2)cc1	0	-3	4	24	5	10	3	19	2
63	O=C(NCc1cccnc1)/C(=N\O)c1ccccc1	3	6	-10	13	0	-3	7	-21	6
64	Cc1c(C#N)c(N)c(C(=O)c2ccccc2)n1Cc1ccccc1	0	1	17	18	-9	-11	0	-3	2
65	Clc1cccc(Cl)c1COc1ccccn1	30*	3	8	1	-6	-11	-2	-4	-2
66	O=C(CCNS(=O)(=O)c1cccc2nonc12)N1CCN(c2cccc(Cl)c2)CC1	2	-5	5	7	-13	10	2	-104	-6
67	COC(=O)c1c(NC(=O)C2CC2)sc2c1CCN(C(C)=O)C2	0	10	11	.	14	10	4	-9	4
68	CCOc1ccc(OCC)c(NS(=O)(=O)c2ccc3c(c2)n(C)c(=O)c(=O)n3C)c1	-11	7	-3	-3	8	10	3	13	3

Record cards, from the list above. Order of screens: FXIIa mix inh | FXIa inh mix | CatS inh | CatL block | CatG inh | AP complement | CatB block | C1s inh | CatB mixtures
O=C(CCNS(=O)(=O)c1cccc2nonc12)N1CCN(c2cccc(Cl)c2)CC1 is listed as 2 | -5 | 5 | 7 | -13 | 10 | 2 | -104 | -6
CC(C)c1ccc(C(=O)CSc2ncn[nH]2)cc1 is listed as 0 | -3 | 4 | 24 | 5 | 10 | 3 | 19 | 2

From PubChem
